BL2 CD40 inh = inhibitors of CD40-induced NF-kB signaling, primary screen, BL2 cells, luciferase reporter, single point. CD40L-induced, 4 h. inhibition, % at 10 µM. actives 0.94% (n = 83,000);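 active = mean inhibition of at least 50% with a set share of replicates also reaching that level; inconclusive = no clear call, values can overlap the other calls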;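 also: 0% = neutral control wells and 100% = IKK inhibitor VII at 50 µM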
* hit, by the source's call; ? = inconclusive; & = joins results of further samples; [ ] = another dose, or the depositor's remark. The list is partial; count on the stated rates, not on these rows.

compound | BL2 CD40 inh
C=CCn1c(C)c(C(C)=O)c(N2CCN(C(c3ccccc3)c3ccccc3)CC2)nc1=S | -0.8
CCOc1ccc(OCCCC(=O)Nc2cc(Cl)ccc2-n2cncn2)cc1 | -3.7
Cc1ccc(N(CC(=O)NCCSCc2ccco2)S(C)(=O)=O)cc1 | 1.6
Cc1cc(NS(=O)(=O)c2ccc(NC(=O)Cc3ccc([N+](=O)[O-])cc3)cc2)nc(C)n1 | 3.5
O=C(C1CCN(S(=O)(=O)c2cccs2)CC1)N1CCN(Cc2ccccc2)CC1 | 2.6
CCC1(c2ccccc2)C(=O)N=C(N)N(C#N)C1=O (stereo not given) | 0.0
O=C(O)c1cc(S(=O)(=O)NC2CCCc3ccccc32)ccc1O (stereo not given) | 13.9
O=[N+]([O-])c1ccc2c(c1)C=C1CCCCC1(N1CCCCC1)O2 (stereo not given) | 2.8
CCS(=O)(=O)Nc1ccc2c(c1)C(=O)N(C)C[C@@H](OC)[C@H](C)CN(CC1CCCC1)[C@H](C)CO2 | 6.0
C(#CC12CC3CC(CC(C3)C1)C2)CN1CCOCC1 | 13.1
Cc1cc(N2CCCN(C)CC2)nc2cc(Cl)ccc12 | 14.5
O=S(=O)(c1c(F)cccc1F)N1CCN(C(=S)NCc2ccc3c(c2)OCO3)CC1 | 2.1

2 of these compounds, reformatted.
Cc1cc(N2CCCN(C)CC2)nc2cc(Cl)ccc12
- BL2 CD40 inh: 14.5
O=S(=O)(c1c(F)cccc1F)N1CCN(C(=S)NCc2ccc3c(c2)OCO3)CC1
- BL2 CD40 inh: 2.1

Next records
compound | BL2 CD40 inh
COc1ccc(-c2cn3cccnc3n2)cc1NC(=O)C1CCCC1 | 1.8
Cc1cccc(N2N=C(C(=O)OCC(=O)c3ccccc3)CCC2=O)c1 | 3.9
CCCNC(=O)N1CCC2(CC1)CN(Cc1ccccn1)[C@H](CO)c1c2c2ccc(OC)cc2n1C | 1.0[25 µM]
O=C(C1CCCCC1)N1CC2(C1)[C@@H](c1ccccc1)[C@@H](CO)N2CCC(F)(F)F | -7.5[25 µM]
COc1ccc(-c2ccc(C3[C@@H]4CN(Cc5cc(OC)cc(OC)c5)C[C@H]3N4)cc2)cc1 (stereo not given in full) | 3.9
Cc1cc(C)nc(SCc2ccc(C(=O)O)o2)n1 | 3.4
CN(C(=O)COC(=O)CN1C(=O)c2ccccc2C1=O)c1c(N)n(Cc2ccccc2)c(=O)[nH]c1=O | 8.7
Cc1cc([N+](=O)[O-])nn1CCCC(=O)N1CCN(c2ccccc2)CC1 | 11.0
O=C(O)Cn1nncc1-c1ccc(C(F)(F)F)cc1 | 10.7
CCOC(=O)c1sc(NC(=S)NC(=O)c2ccccc2)nc1C | -77.9
CCSc1nnc(N(CCC#N)CCC#N)s1 | 14.0
Cc1nc2c(=O)n(-c3cccc(C(F)(F)F)c3)nc(C)c2s1 | 1.8
CCOC(=O)c1cc(NC(=O)c2cccnc2)ccn1 | 8.0
O=C(C1CCN(c2nc(-c3ccccc3)nc3c2CCC3)CC1)N1CCC(O)CC1 | -1.8
c1coc(CNc2ncnc3nc[nH]c23)c1 | 3.0
O=C(Cc1c[nH]c2ccccc12)NCc1ccccc1F | -11.2
Cc1cnccc1CN(C)C(=O)CC1C(=O)NCCN1CC1CCCCC1 (stereo not given) | 8.4
C[C@H](CO)N1C[C@H](C)[C@@H](CN(C)Cc2ccc(Oc3ccccc3)cc2)Oc2c(NC(=O)CCC(F)(F)F)cccc2C1=O | 70.4*[25 µM]
COC(=O)c1ccc(-c2ncc[nH]2)cc1 | -13.5
COC(=O)C1CCCN1S(=O)(=O)c1ccc2ccccc2c1 (stereo not given) | 15.9
C[C@H](CO)N1C[C@H](C)[C@@H](CN(C)C(=O)c2ccc3ccn(C)c3c2)OCc2cnnn2CCCC1=O | -1.6[25 µM]
COc1cc(CCC(=O)OCC(=O)Nc2sccc2C(N)=O)cc(OC)c1OC | -6.6
COc1ccccc1S(=O)(=O)N(C)C[C@@H]1OCc2ccccc2-c2c(n(C)c3ccccc23)C(=O)N([C@@H](C)CO)C[C@@H]1C | -1.3
CCCn1c(=O)c2[nH]c(C3CCCC3)nc2n(CCC)c1=O | 7.6
O=C(CSCC(=O)NN=Cc1ccccc1)NN=Cc1ccccc1 | 7.8
CC(=O)Nc1ccccc1C | 12.3
CSc1nc(-c2ccco2)nn1C(=O)c1cccs1 | 13.1
CCN(C[C@H]1[C@H](c2ccccc2)[C@H](CO)N1C(C)=O)C(=O)NC1CCCC1 | 16.5[25 µM]
COc1ccccc1C(CNC(=O)c1cccc(NS(=O)(=O)c2ccc(C)c(F)c2)c1)N1CCCC1 (stereo not given) | 7.5
CN1c2ccc(-c3cccc(C#N)c3)cc2[C@@H]2[C@@H](CCN2C(=O)C2CCCCC2)[C@@H]1CO | 4.7[25 µM]
COc1cccc(-c2ccc3c(c2)[C@H]2[C@H](CCN2C(=O)c2ccccc2F)[C@H](CO)N3C)c1 | 12.0[25 µM]
CC(=O)NC[C@@H]1[C@@H](c2ccc(-c3ccccc3F)cc2)[C@H](CO)N1C(=O)C1CC1 | -6.2[25 µM]
CCN(CCCCCCN)c1ccc2c(=O)[nH][nH]c(=O)c2c1 | 7.4
O=c1c2ccccc2nnn1Cc1ccccn1 | 3.9
Cc1noc(C)c1NC(=O)N(C)C[C@@H]1OCCCC[C@H](C)Oc2ccc(NC(=O)Nc3ccc(C(F)(F)F)cc3)cc2C(=O)N([C@@H](C)CO)C[C@@H]1C | 8.6[25 µM]
C[C@@H]1CN([C@H](C)CO)S(=O)(=O)c2ccc(-c3ccccc3)cc2O[C@@H]1CN(C)S(=O)(=O)c1ccccc1F | 34.9[25 µM]

Fetched by compound from above:
compound | BL2 CD40 inh
CCN(C[C@H]1[C@H](c2ccccc2)[C@H](CO)N1C(C)=O)C(=O)NC1CCCC1 | 16.5[25 µM]
CC(=O)NC[C@@H]1[C@@H](c2ccc(-c3ccccc3F)cc2)[C@H](CO)N1C(=O)C1CC1 | -6.2[25 µM]

Next records follow.
compound | BL2 CD40 inh
COc1cc(NC(=O)C2CC(=O)N(CCc3ccccc3)C2)cc(OC)c1 (stereo not given) | 0.9
N#C[C@@H]1[C@H](c2ccccc2C2=CCCC2)[C@@H](CO)N1C(=O)C1CC1 | 2.5[25 µM]
Cc1ccc(NC(=O)[C@@H]2CCCN2S(=O)(=O)c2ccccc2F)cc1 | 14.8
COc1cc(C=NCC2OCCc3ccccc32)cc(OC)c1 (stereo not given) | -1.3
COc1nnc(-c2ccc(N3CCOCC3)c(NC(=O)c3ccco3)c2)c2ccccc12 | 5.8
COc1cccc(NC(=O)CCC2CCN(C(=O)c3cccc(NC(C)=O)c3)CC2)c1 | 1.1
Cc1cccnc1NC(=S)NC(=O)c1cncc(Br)c1 | -80.4
CC1CCC2(CC1)NC(=O)N(CC(=O)N1CCN(c3ccccc3)CC1)C2=O (stereo not given) | 1.3
COc1ccc(C(CNC(=O)c2ccc(OCc3c(C)noc3C)cc2)N2CCCC2)cc1 (stereo not given) | 4.8
Cn1ncc2c(=O)[nH]c(N)nc21 | 7.9
Cc1ccc(SCC(=O)OCC(=O)NCc2ccco2)cc1 | -3.6
CO[C@@H]1CN(C)C(=O)c2ccc(NS(=O)(=O)CC(F)(F)F)cc2OC[C@@H](C)N(C(=O)NC(C)C)C[C@@H]1C | -9.9[25 µM]

The list goes on.
compound	BL2 CD40 inh
NC(CCc1ccccc1)c1csc(Nc2ccc(C(=O)c3ccccc3)cc2)n1 (stereo not given)	8.4
O=C(NCc1cccnc1)c1ccc(S(=O)(=O)N2CCCCC2)cc1	4.0
CCOC(=O)C1(C)CCCN(C(=O)c2ccccc2OC(F)(F)F)C1 (stereo not given)	15.6
OCCNCC(O)Cn1ccc2ccccc21 (stereo not given)	2.9
CCOc1ccc(CCNC(=O)COC(=O)Cn2cnc3c2c(=O)n(C)c(=O)n3C)cc1OCC	3.1
Cc1ccc(NC(=O)CSCC(=O)Nc2ccc(N3CCOCC3)cc2N2CCOCC2)cc1	5.5
Cc1cc(=O)c2ccccc2s1	11.1
COc1ccc(CN2CCN(C(C)C)C(CCO)C2)cc1Cn1cccn1 (stereo not given)	9.2
CC1CCN(S(=O)(=O)c2ccc3c(c2)n(C)c(=O)n3C)CC1	9.9
CNC[C@@H]1Oc2ccc(NC(=O)NC(C)C)cc2C(=O)N(C)C[C@@H]1C	2.6
COc1ccc(C2CCCN2CC(O)COc2ccccc2C(C)C)cc1 (stereo not given)	12.7
CN(C)S(=O)(=O)c1ccc(NC(=O)Cn2ccsc2=N)cc1	8.7
Clc1ncccc1-c1nc2ccccc2n1Cc1ccccc1	24.7
O=[N+]([O-])c1cccnc1N1CCC(c2cc(-c3ccc(Cl)cc3)n[nH]2)CC1	11.4
O=C(CCN1C(=O)c2cccc3cccc(c23)C1=O)Nc1ccon1	-8.6

An excerpt from above in order of heavy-atom count, rising:
compound	BL2 CD40 inh
Cc1cc(=O)c2ccccc2s1	11.1
OCCNCC(O)Cn1ccc2ccccc21 (stereo not given)	2.9
Clc1ncccc1-c1nc2ccccc2n1Cc1ccccc1	24.7
O=C(NCc1cccnc1)c1ccc(S(=O)(=O)N2CCCCC2)cc1	4.0
O=[N+]([O-])c1cccnc1N1CCC(c2cc(-c3ccc(Cl)cc3)n[nH]2)CC1	11.4
NC(CCc1ccccc1)c1csc(Nc2ccc(C(=O)c3ccccc3)cc2)n1 (stereo not given)	8.4
Cc1ccc(NC(=O)CSCC(=O)Nc2ccc(N3CCOCC3)cc2N2CCOCC2)cc1	5.5

Continuation.
compound	BL2 CD40 inh
O=C(C1CC1)N1C[C@H]2[C@@H](c3ccccc31)[C@@H](CO)N2Cc1ccccc1Cl	9.4
COC(=O)c1ccc2c(=O)[nH]c(COC(=O)c3c(-c4ccccc4)noc3C)nc2c1	28.8*
C[C@H](CO)N1C[C@H](C)[C@H](CN(C)S(=O)(=O)c2ccc(F)cc2)Oc2ncc(C#CC3(O)CCCC3)cc2C1=O	-10.6[25 µM]
COc1ccc(C(C)=O)cc1CC(=O)Nc1ccccc1-c1ccccc1	4.4
N#CC1(NC(=O)COC(=O)c2nc(Cl)c(Cl)c(N)c2Cl)CCCCC1	10.4
O=C(C1CCC1)N1C[C@@H]2N[C@H](C1)C2c1ccc(-c2cccc(F)c2)cc1 (stereo not given in full)	16.4&14.2[25 µM]
COC(=O)c1ccc2c(c1)NC(=O)C(N1CCOCC1)S2 (stereo not given)	11.8
Cc1cc(C)n2nc(C(=O)N3CCCC(CNS(=O)(=O)c4cccs4)C3)cc2n1 (stereo not given)	-1.4
O=C(Cc1cccs1)NCCS(=O)(=O)N1CCN(c2ccccc2)CC1	-2.0
COc1ccc(CNC(=O)CN2CCN(C(c3ccccc3)c3ccccc3)CC2)cc1	5.0
COc1ccc(S(=O)(=O)Nc2ccc3c(c2)C(=O)N([C@H](C)CO)C[C@@H](C)[C@H](CN(C)C(=O)Nc2c(C)noc2C)OCCCC[C@@H](C)O3)cc1	-18.4[25 µM]
O=C(NCCc1ccccc1)c1cccc(S(=O)(=O)N2CCCCC2)c1	-13.8
NC(=O)NC(CC(=O)OCC(=O)Nc1nnc(-c2ccccc2)o1)c1ccc(Cl)cc1 (stereo not given)	-4.9
O=C(O)/C=C/C(=O)Nc1ccccc1SC(F)(F)C(F)(F)C(F)(F)F	7.8
CCOC(=O)c1ccc(S(=O)(=O)N2CCN(C(=O)c3ccccn3)CC2)cc1	18.1
COc1ccc(S(=O)(=O)Nc2ccc3c(c2)C(=O)N([C@@H](C)CO)C[C@@H](C)[C@H](CN(C)Cc2ccc(C(F)(F)F)cc2)OCCCC[C@@H](C)O3)cc1	?
COc1ccccc1NC(=O)Nc1nc(CC(=O)N2CCN(c3ccccc3F)CC2)cs1	-12.5
COC(=O)[C@H]1[C@H](CO)[C@H]2Cn3c(ccc(C4=CCCC4)c3=O)[C@H]2N1CC1CCOCC1	3.9[25 µM]
CC(C)n1cnnc1SCC(=O)NNC(=O)COc1ccc(Cl)cc1	-4.4
O=C(NCCCN1CCOCC1)C1CCC(=O)N1C1CCCCC1 (stereo not given)	13.8
CNC[C@@H]1Oc2ccc(NC(C)=O)cc2CC(=O)N(C)C[C@@H]1C	2.2
CCC(C)(C(=O)NC1CCCCC1)N(Cc1ccco1)C(=O)c1ccc2c(c1)OCO2 (stereo not given)	8.8
COc1ccc(-c2noc(COc3ccc4c(c3)OCO4)n2)cc1OC	-3.8
COc1ccc(C(=O)N(C)Cc2ccon2)cc1OC1CCN(C(C)C)CC1	-12.4
Cc1cc2n(n1)C(c1ccco1)Nc1ccccc1-2 (stereo not given)	-5.2
C[C@H](CO)N1C[C@H](C)[C@H](CN(C)S(=O)(=O)c2cn(C)cn2)OCc2cnnn2CCCC1=O	-1.0[25 µM]
Cc1ncc2c(n1)-c1cc(F)ccc1SC2	7.6
CCN1CCN(c2ccc(S(=O)(=O)N3CCCCC3)cc2NC(=O)c2cccc(Cl)c2)CC1	1.8
CN(C)c1ccc(-c2noc(C3CCN(S(=O)(=O)c4cccc(Cl)c4)CC3)n2)cc1	-0.5
COCC(=O)N1[C@H](C#N)[C@@H](c2ccccc2-c2cccc(C)c2)[C@@H]1CO	-4.6[25 µM]
CC(C)N1CC(C(=O)Nc2ccc(S(=O)(=O)N3CCCCC3)cc2)CC1=O (stereo not given)	6.1
Cc1nn(CC(=O)OCC(=O)Nc2cccc(S(N)(=O)=O)c2)c(C)c1[N+](=O)[O-]	7.6
CC(C)c1ccc(/C=N/NC(=O)c2ccccc2Cl)cc1	-51.3
COc1ccc(Cl)cc1NC(=O)CN(C)C(=O)C1CC(=O)N(Cc2ccc(C)cc2)C1 (stereo not given)	10.6
CCOc1ncccc1C(=O)N1CCN(S(=O)(=O)c2ccc3c(c2)OCCO3)CC1	2.0
CO[C@H]1CN(C)C(=O)c2cc(NC(=O)C3CCCCC3)ccc2OC[C@@H](C)N(Cc2cccnc2)C[C@H]1C	-5.7[25 µM]
CCN(CC(=O)NCc1cccs1)C(=O)/C=C/c1ccc(OC)cc1OC	1.0
CCN(CCN(C)C)C(=O)Cn1ncc2c1-c1cc(C)ccc1OC2	-0.4
COCCN(Cc1cc2cccc(C)c2n2nnnc12)C(=O)C(F)(F)F	5.9

Screening results (PubChem BioAssay)
